HIF-2a inh = inhibitors of HIF-2a | 786-0 RCC cells HIF-2a reporter, luciferase luminescence, overnight | hit rate 0.72% among 360,000 | inhibition, % at 18.8 µM;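 active means inhibition of the luminescence signal of 40% or more relative to plate controls, in a single-dose primary screen at 18.75 µM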
Peg3 prom inh = inhibitors of Peg3 promoter. hit rate 1.7% among 360,000. HeLa PEG-Prom luciferase reporter, luminescence, overnight. AID 588405. inhibition, % at 20 µM;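 active means inhibition of at least 50% at 20 µM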
MITF TRPM1 inh = reduces MITF-dependent TRPM1 promoter luciferase signal. SK-MEL-5 TRPM1 promoter luciferase, 24 h. inhibition, % at 12.5 µM. hit rate 0.83% among 330,000. AID 488899;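 active means mean inhibition across replicates of 60% or more, whatever share of single replicates reaches that level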; further: values of inactives mirror those of a sister screen read the other way
hiPSC survival = enhancers of human iPSC single-cell survival; survival enhancement, % at 20 µM; hiPSC single-cell survival, ATPlite luminescence; 100% = ROCK inhibitor wells, 0% = DMSO; hit rate 0.044% among 360,000; in the data active means survival enhancement above about 18%;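 further: cells exposed to compounds for 16 hours before the ATP read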
Shn3 inh set2 = inhibitors of Schnurri-3 3'UTR reporter in osteoblasts; hit rate 0.52% among 360,000; Clone20 osteoblast Shn3 3'UTR firefly luciferase, 24 h; inhibition, % at 12.5 µM;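 active means mean inhibition of at least 75% with every replicate also reaching 75%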;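 further: 0% = median of neutral control wells and 100% = pilot-screen positive control compound; some compounds past the cut are filed as inactive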
CaV13 FRET inh = Primary screen for inhibitors of IQ motif and Ca2+-dependent inactivation inhibitor domain binding in CACNA1D, Förster resonance energy transfer in living cells, …. hit rate 0.098% among 340,000. inhibition, % at 12.3 µM. AID 743397. HEK cells, CFP/YFP FRET ICDI-IQ, plate reader, 10 min; percent FRET-ratio fall versus neutral wells;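 active means mean replicate inhibition of at least 30% and at least 1% of replicates passing that level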;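 further: 0% = median of the neutral control wells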
PDI inh = blocks human protein disulfide isomerase activity; P07237; PDI insulin aggregation turbidity, A650, 90 min; inhibition, % at 10 µM; hit rate 0.052% among 350,000; AID 588391;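 active means mean inhibition across replicates of 30% or more, whatever share of single replicates reach that level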;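 further: absorbance from insulin aggregation driven by PDI reduction with DTT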
Target sequence (P07237 whole entry, looked up): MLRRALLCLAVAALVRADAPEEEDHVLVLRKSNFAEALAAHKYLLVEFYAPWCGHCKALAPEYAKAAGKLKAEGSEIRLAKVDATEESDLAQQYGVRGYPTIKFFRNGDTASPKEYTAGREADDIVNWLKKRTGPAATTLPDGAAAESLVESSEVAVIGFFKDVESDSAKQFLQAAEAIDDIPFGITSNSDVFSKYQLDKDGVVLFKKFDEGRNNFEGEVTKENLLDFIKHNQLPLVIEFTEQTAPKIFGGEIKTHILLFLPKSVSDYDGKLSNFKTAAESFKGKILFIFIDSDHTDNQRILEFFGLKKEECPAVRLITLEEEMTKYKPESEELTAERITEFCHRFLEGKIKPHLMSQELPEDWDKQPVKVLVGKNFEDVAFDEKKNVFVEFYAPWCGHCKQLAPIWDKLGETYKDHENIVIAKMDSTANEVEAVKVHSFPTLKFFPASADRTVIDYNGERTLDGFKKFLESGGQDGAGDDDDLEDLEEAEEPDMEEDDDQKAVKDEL
NR2E3 ag-1 = agonists of human nuclear receptor NR2E3 | hit rate 0.12% among 320,000 | GST-NR2E3/biotin-RetCOR TR-FRET, 1536-well | AID 2300 | inhibition of corepressor binding, % at 4.78 µM;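 active means percent inhibition above the cutoff of mean plus 3 SD of all tested compounds, set per screening campaign, cut at about 20% in these data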;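 further: 0% = DMSO wells and 100% = biotin wells as full block of FRET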
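Assay system: NR2E3–RetCOR corepressor complex. Quantity: 1.35 nM GST-NR2E3. Buffer or medium: pH 7.5 Tris-based buffer. Reagent: biotinylated RetCOR corepressor at 7 nM final. Schedule: 5 h at 4 °C. Detection: TR-FRET, emission read at 617 and 671 nm. Replicates: one well per compound, singlicate testing.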
m5-HT2A agonist = mouse HTR2A agonism via beta-arrestin recruitment; activation, % at 7.6 µM; P35363; CHO-K1 mHTR2A beta-arrestin complementation, luminescence; percent of 30 µM serotonin response; hit rate 0.66% among 360,000;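 active means activation above a run cutoff, the mean activation of all tested compounds plus 3 SD, cut at about 14% in these data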;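 further: 0% = plate median of compound wells and 100% = 30 µM serotonin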
Target sequence (P35363 whole entry, looked up): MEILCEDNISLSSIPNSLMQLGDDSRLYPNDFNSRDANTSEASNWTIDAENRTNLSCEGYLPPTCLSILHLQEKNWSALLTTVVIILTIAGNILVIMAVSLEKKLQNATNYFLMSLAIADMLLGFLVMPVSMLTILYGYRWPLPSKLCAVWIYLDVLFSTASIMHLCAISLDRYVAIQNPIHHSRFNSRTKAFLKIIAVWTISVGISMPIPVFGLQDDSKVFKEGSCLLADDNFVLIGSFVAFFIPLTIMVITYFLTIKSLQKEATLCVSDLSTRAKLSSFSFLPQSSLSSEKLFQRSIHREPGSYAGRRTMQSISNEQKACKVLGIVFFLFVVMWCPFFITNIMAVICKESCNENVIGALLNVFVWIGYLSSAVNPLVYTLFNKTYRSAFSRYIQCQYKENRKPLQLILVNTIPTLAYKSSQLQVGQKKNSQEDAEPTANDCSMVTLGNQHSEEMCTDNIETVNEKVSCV
NR2E3 ag-2 = human photoreceptor-specific nuclear receptor agonism | Q9Y5X4 | CHO-S Gal4-NCOR/VP16-NR2E3 two-hybrid, luciferase | inhibition of corepressor binding, % at 3.98 µM | hit rate 0.35% among 360,000 | AID 602229;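 active means inhibition above the mean of all tested compounds plus 3 SD, cut at about 70% in these data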;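 further: 0% = DMSO with NR2E3 transfected cells and 100% = cells lacking NR2E3 construct; higher means lower luciferase signal from less NR2E3 corepressor binding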
H9c2 protect = protects H9c2 cardiomyocytes from peroxide injury; H2O2 injury protection, ATPLite, 2 h; protection from H2O2 cell death, % at 20 µM; hit rate 0.63% among 360,000;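 active means compounds giving at least 50% protection of heart cells from peroxide-induced death in the single-dose screen, raw or plate-pattern-corrected value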;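 further: 0% = DMSO wells with peroxide and 100% = DMSO wells without peroxide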
Active calls of the source: *; x = not tested or not shown.

SMILES | HIF-2a inh | Peg3 prom inh | MITF TRPM1 inh | hiPSC survival | Shn3 inh set2 | CaV13 FRET inh | PDI inh | NR2E3 ag-1 | m5-HT2A agonist | NR2E3 ag-2 | H9c2 protect
COc1ccc(C(=O)Nc2nc(-c3ccc([N+](=O)[O-])cc3)c(-c3ccc(OC)cc3)s2)cc1 | -5 | 8 | -10 | -0.3 | 6 | -1 | -8 | 1 | 8 | -18 | -1
CCOC(=O)c1sc(/N=C/c2ccc(O)cc2O)cc1C | 0 | -15 | 10 | 0.0 | -23 | -9 | -1 | -4 | 1 | 1 | 2
CC(C)(C)C(=O)Cn1c[n+](N)cn1 | 0 | -6 | 9 | 1.0 | 0 | -6 | -1 | -4 | 7 | -19 | 23
O=C(CN(C(=O)c1csnn1)c1ccccc1Cl)NCCc1ccccc1 | 5 | 2 | 16 | -0.3 | -7 | -3 | 4 | 0 | 1 | -11 | -3
O=C(O)CCCC(=O)N1N=C(c2ccco2)CC1c1ccco1 (stereo not given) | 12 | 11 | 2 | -0.1 | 7 | -21 | -3 | -3 | 7 | 10 | 8
Cc1ccc(S(=O)(=O)N2CCC(C(=O)Nc3ccc4c(c3)COC4=O)CC2)cc1 | -14 | 6 | -5 | 0.3 | -2 | -9 | 6 | -3 | 1 | -32 | -1
C=CCn1c(CNC(=O)c2ccccc2F)nnc1SCC(=O)NC(C)c1ccccc1 (stereo not given) | 10 | 15 | -11 | 0.4 | 2 | 2 | 3 | -3 | 4 | -22 | -1
CS(=O)(=O)N1CCN(c2ccc(C(=O)N3CCOCC3)cc2[N+](=O)[O-])CC1 | -1 | 23 | 15 | 0.8 | 5 | 9 | -2 | 2 | -1 | -3 | -3
O=c1c2c(nc3n1CCCCC3)-c1ccccc1CC21CCCCC1 | 5 | 2 | 8 | 0.7 | 0 | -9 | -2 | 2 | 3 | 2 | -11
NC(=O)NC(=O)CN1c2cccc3cccc(c23)S1(=O)=O | 12 | 2 | 7 | -0.1 | 11 | -4 | 0 | -4 | -1 | -10 | 6
COc1ccccc1OC(C)C(=O)N1CCC(Cc2ccccc2)CC1 (stereo not given) | 10 | 22 | 8 | 0.0 | 11 | -3 | -3 | 5 | -4 | 25 | 10
ClC(CCN1CCN(Cc2ccccc2)CC1)c1ccccc1 (stereo not given) | 12 | 4 | 17 | 0.9 | 8 | 5 | -5 | -4 | -5 | -1 | 7
C=CCN1C(=O)/C(=C\C=C2\N(C)c3ccccc3C2(C)C)SC1=S | -4 | 8 | 12 | -2.4 | 13 | 4 | -56 | 1 | 7 | -33 | -22
CCn1c(SCC(=O)OC2CCCCC2)nc2ccccc2c1=O | -8 | 17 | 4 | -1.3 | -7 | -10 | -3 | 1 | -2 | -1 | -5
CS(=O)(=O)CCC(C(=O)OCc1ccc(Br)cc1)N1C(=O)c2ccccc2C1=O (stereo not given) | 8 | -9 | 5 | -2.2 | 19 | -5 | -3 | 2 | -2 | -5 | 0
O=C(Nc1ccc(S(=O)(=O)N2CCOCC2)cc1)C1CCN(S(=O)(=O)c2ccccc2)CC1 | 7 | 21 | 11 | 0.4 | 47 | -6 | 6 | 1 | 2 | -6 | -8
CCOc1ccccc1NC(=O)N1CCC(c2nc3ccccc3[nH]2)CC1 | 25 | 9 | -4 | -1.3 | 12 | -7 | -11 | 0 | 0 | 12 | 0
COc1ccc(N(C(=O)c2snc(C(N)=O)c2N)C(C(=O)NCc2ccccc2)c2ccc(F)cc2)c(OC)c1 (stereo not given) | 15 | 17 | x | -0.5 | 4 | -3 | 2 | 0 | 2 | 4 | -5
COc1cc(CN2CC(C)CC(C)C2)cc([N+](=O)[O-])c1O (stereo not given) | 11 | 5 | 5 | 2.2 | -61 | x | 3 | 2 | 6 | -20 | 6
Cc1onc(C(=O)Nc2ccc(OC(F)(F)F)cc2)c1[N+](=O)[O-] | -58 | -44 | -63 | -0.5 | -1 | x | 8 | -2 | -7 | -48 | -7
Cc1ccn2c(=O)nc(SCC(=O)N3N=C(c4cccs4)CC3c3ccc(F)cc3)nc2c1 (stereo not given) | 18 | 35 | 6 | -0.5 | 6 | -5 | -2 | 1 | 0 | 3 | 0
CC(=O)N1N=C(c2ccc(C)o2)CC1c1ccc(F)cc1 (stereo not given) | -3 | 0 | -9 | -2.5 | 2 | -5 | -1 | 0 | 1 | 1 | -1
Cc1ccc(C)c(NC(=S)NCCCN2CCOCC2)c1 | 17 | 11 | 4 | 4.5 | -14 | -6 | 1 | 2 | -3 | -28 | 8
Cc1ccc(OCC(=O)NNC(=O)CSc2ncnc3sc(C)c(C)c23)cc1 | 17 | 4 | 15 | -3.2 | 4 | 8 | -3 | 3 | 11 | -8 | -19
COc1ccc(CCN(C)C(=O)CCNC(=O)c2ccc(Br)cc2)cc1OC | 19 | 14 | 6 | 2.1 | 7 | -5 | -5 | 3 | 3 | 8 | -1
O=C(OCc1nnc(-c2cccs2)o1)C1=NN(c2ccccc2)C(=O)CC1 | -40 | -17 | -6 | -0.1 | -13 | -2 | -2 | 5 | 3 | -7 | 14
Cc1ccc(S(=O)(=O)N(C)CC(=O)O/N=C(\N)c2ccccn2)cc1 | 10 | 14 | -1 | 0.9 | 12 | -4 | -3 | 2 | 0 | -7 | 3
O=C(/C=C/c1ccco1)NC(=S)Nc1ccccc1O | -211 | -165 | -46 | -0.2 | -15 | -5 | 25 | 3 | 1 | -33 | 2
CN(C)c1nn(C(=O)Nc2ccc(Cl)cc2Cl)cc1-c1ccccc1 | 15 | 11 | -4 | -0.5 | 10 | -4 | 13 | -1 | -5 | 9 | 6
COc1ccc(Cl)cc1NC(=O)CN1CCc2ccccc21 | 19 | 20 | 23 | 0.7 | -15 | -4 | 2 | 4 | 0 | -31 | 5
COc1cc(NC(=O)CSc2nc3cc(C)ccc3cc2C)c(C(=O)O)cc1OC | 23 | 13 | 9 | 0.3 | -2 | -5 | 14 | 0 | 1 | 6 | 25
CC(C)(C)NC(=O)CN(C(=O)CNC(=O)c1cccs1)c1ccc2c(c1)OCCO2 | 4 | 13 | 2 | 2.2 | 7 | -10 | 4 | -1 | 0 | 7 | 7
Cc1ccc(NC(=O)CNc2cccc(S(=O)(=O)N3CCOCC3)c2)cc1F | 6 | 7 | 1 | -0.5 | 3 | -6 | 2 | 2 | -3 | -15 | -7
Cc1nc(SCc2ccccc2)[nH]c(=O)c1CC(=O)OCC(C)C | 20 | 10 | 5 | 0.0 | 10 | -2 | 10 | 0 | 1 | 9 | 0
CC(Cc1ccccc1)C(=O)N(C)Cc1cccnc1 (stereo not given) | 1 | -4 | -3 | -3.5 | -3 | -5 | 1 | 1 | 3 | 10 | -2
O=C(CCNC(=O)c1ccc([N+](=O)[O-])cc1)NCCc1ccc(Cl)cc1 | 11 | 20 | 9 | -0.4 | -15 | -7 | 3 | 3 | -8 | -9 | -1

Arranged by molecular weight (falling): 11 of the compounds above
SMILES | HIF-2a inh | Peg3 prom inh | MITF TRPM1 inh | hiPSC survival | Shn3 inh set2 | CaV13 FRET inh | PDI inh | NR2E3 ag-1 | m5-HT2A agonist | NR2E3 ag-2 | H9c2 protect
O=C(Nc1ccc(S(=O)(=O)N2CCOCC2)cc1)C1CCN(S(=O)(=O)c2ccccc2)CC1 | 7 | 21 | 11 | 0.4 | 47 | -6 | 6 | 1 | 2 | -6 | -8
CS(=O)(=O)CCC(C(=O)OCc1ccc(Br)cc1)N1C(=O)c2ccccc2C1=O (stereo not given) | 8 | -9 | 5 | -2.2 | 19 | -5 | -3 | 2 | -2 | -5 | 0
Cc1ccc(OCC(=O)NNC(=O)CSc2ncnc3sc(C)c(C)c23)cc1 | 17 | 4 | 15 | -3.2 | 4 | 8 | -3 | 3 | 11 | -8 | -19
O=C(CN(C(=O)c1csnn1)c1ccccc1Cl)NCCc1ccccc1 | 5 | 2 | 16 | -0.3 | -7 | -3 | 4 | 0 | 1 | -11 | -3
CS(=O)(=O)N1CCN(c2ccc(C(=O)N3CCOCC3)cc2[N+](=O)[O-])CC1 | -1 | 23 | 15 | 0.8 | 5 | 9 | -2 | 2 | -1 | -3 | -3
CCOc1ccccc1NC(=O)N1CCC(c2nc3ccccc3[nH]2)CC1 | 25 | 9 | -4 | -1.3 | 12 | -7 | -11 | 0 | 0 | 12 | 0
Cc1ccc(S(=O)(=O)N(C)CC(=O)O/N=C(\N)c2ccccn2)cc1 | 10 | 14 | -1 | 0.9 | 12 | -4 | -3 | 2 | 0 | -7 | 3
COc1ccc(Cl)cc1NC(=O)CN1CCc2ccccc21 | 19 | 20 | 23 | 0.7 | -15 | -4 | 2 | 4 | 0 | -31 | 5
CCOC(=O)c1sc(/N=C/c2ccc(O)cc2O)cc1C | 0 | -15 | 10 | 0.0 | -23 | -9 | -1 | -4 | 1 | 1 | 2
COc1cc(CN2CC(C)CC(C)C2)cc([N+](=O)[O-])c1O (stereo not given) | 11 | 5 | 5 | 2.2 | -61 | x | 3 | 2 | 6 | -20 | 6
CC(=O)N1N=C(c2ccc(C)o2)CC1c1ccc(F)cc1 (stereo not given) | -3 | 0 | -9 | -2.5 | 2 | -5 | -1 | 0 | 1 | 1 | -1

More entries follow.
SMILES | HIF-2a inh | Peg3 prom inh | MITF TRPM1 inh | hiPSC survival | Shn3 inh set2 | CaV13 FRET inh | PDI inh | NR2E3 ag-1 | m5-HT2A agonist | NR2E3 ag-2 | H9c2 protect
c1cncc(-c2nc(N3CCOCC3)c3ccccc3n2)c1 | 28 | 6 | 13 | -2.3 | 4 | x | -4 | 2 | 5 | -10 | 14
O=c1[nH]c2cc3c(cc2cc1CN(CCO)S(=O)(=O)c1ccccc1)OCCO3 | 16 | -2 | 8 | -0.5 | -5 | -3 | 1 | 4 | 2 | -33 | 7
CN1CCN(S(=O)(=O)c2ccc(C#N)cc2)C(c2ccccc2)C1 (stereo not given) | 7 | -1 | -2 | -0.5 | -7 | -1 | -8 | 3 | -3 | -6 | 6
COc1ccc(/C=C2\CN(Cc3ccccc3)C/C(=C\c3ccc(OC)cc3OC)C2=O)c(OC)c1 | 9 | 45 | 8 | -1.0 | 7 | -6 | 4 | 1 | 3 | -32 | 44
Cc1nn2c(-c3ccc(Cl)cc3Cl)nnc2s1 | 6 | 5 | 1 | 0.8 | -15 | x | -1 | 2 | 7 | -11 | -7
Cc1ccc(CS(=O)Cc2ccc(C(=O)NCc3cccs3)o2)cc1 (stereo not given) | 0 | -9 | -7 | -0.3 | -1 | -4 | 8 | -2 | 0 | 11 | -4
CC(C)c1nnc(SCC(=O)N2CCc3ccccc32)n1C | 4 | 16 | -2 | 1.8 | -11 | -5 | -3 | -1 | -1 | -15 | 0
Cc1ccccc1OCCC(=O)Nc1c(C)n(C)n(-c2ccccc2)c1=O | 3 | -4 | 15 | -1.8 | 16 | -6 | -6 | 2 | 1 | -31 | 8
